Bioassay records deposited in PubChem by National Center for Advancing Translational Sciences (NCATS).
aSyn yeast rescue – alpha-synuclein toxicity suppression in yeast | S. cerevisiae alpha-synuclein toxicity rescue, BacTiter-Glo growth, 24 h | Potency, µM (highest dose often 46.1 µM), inactives show at the highest dose growth rescue (activation), hits mostly activators | actives 0.02% (n = 94,000) | AID 1347070; active = well fitted activation curve with a large enough effect; also: 0% is about no effect
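Growth restoration measured by BacTiter-Glo luminescence after 24 hr at 30 deg C; alpha-synuclein yeast, raffinose-pregrown to mid-log, were added at OD600=0.02 in galactose medium onto pinned compounds.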
* = called active by the depositor; [ ] = dose if it differs, or a comment. Potency is read from the fitted curve at half-maximal effect. Some of the compounds tested. The share of hits here may be higher or lower than overall.

No. | SMILES | aSyn yeast rescue
1 | CCOc1ccc(CN2C(=O)c3ccccc3C2C(=O)NCCc2ccc(OC)c(OC)c2)cc1 (configuration not stated) | 11%
2 | O=C(C(NS(=O)(=O)c1cccc2nsnc12)c1ccccc1)N1CCN(c2ccccc2)CC1 (configuration not stated) | 0%
3 | Cc1cc(C)n2nc(S(=O)(=O)NC(C)(C)C)nc2n1 | 8%
4 | CCn1c2ccccc2c2nnc(SCC(=O)O)nc21 | -7%
5 | Cc1cc(NC(=O)CSc2cn(C)c3ccccc23)no1 | -8%
6 | CCS(=O)(=O)c1nc(S(=O)(=O)c2ccc(C)cc2)c(NC(C)c2ccccc2)s1 (configuration not stated) | -15%
7 | COc1ccc(NC(=O)c2c(NCc3cccc(F)c3)sc3c2CCCC3)c(OC)c1 | 18%
8 | Cc1ccc(-c2noc(C(C)NS(=O)(=O)c3ccc(C)cc3)n2)cc1 (configuration not stated) | 11%
9 | Cc1ccc(NC(=O)CSc2nc(-c3ccco3)cc(C(F)(F)F)n2)cc1 | -2%
10 | CCc1ccccc1NC(=O)Cn1c(=O)n(-c2ccc(C)cc2)c(=O)c2cc(OC)c(OC)cc21 | -9%
11 | CN(C1CCCCC1)S(=O)(=O)c1ccc(S(=O)(=O)N(CC(=O)Nc2ccccc2)C2CC2)cc1 | -5%
12 | O=c1oc2ccc(Cl)cc2cc1-c1nc(-c2cccs2)no1 | -1%
13 | Cc1ccc(-n2nc(C(=O)N3CCN(c4cccc(C(F)(F)F)c4)CC3)c(=O)n(C)c2=O)cc1 | 0%
14 | Cc1cccc(NC(=O)COc2cccc3c(=O)n(C)ccc23)c1C | 5%
15 | Cc1ccc(C)c(N2CCN(S(=O)(=O)c3c(C)nc4sccn4c3=O)CC2)c1 | 2%

Values by screen from above.
Compounds 3–9 in aSyn yeast rescue: 8%, -7%, -8%, -15%, 18%, 11%, -2%

Structures from the list above that have a thiophene ring, fused or not:
No. | SMILES | aSyn yeast rescue
7 | COc1ccc(NC(=O)c2c(NCc3cccc(F)c3)sc3c2CCCC3)c(OC)c1 | 18%
12 | O=c1oc2ccc(Cl)cc2cc1-c1nc(-c2cccs2)no1 | -1%

(continued)
No. | SMILES | aSyn yeast rescue
16 | CC(C)(C)C(=O)Nc1sc(-c2ccccc2)cc1C(=O)O | -73%[inhibitor]
17 | COCCNC(=O)CCn1c(=O)c2cc(OC)c(OC)cc2n(CC(=O)Nc2ccc(Cl)cc2F)c1=O | 2%
18 | COc1ccc(C2=Nc3ccc(F)cc3NC(c3cccc(C(F)(F)F)c3)=N2)cc1 | -3%
19 | Cc1ccc(N(CC(=O)N2CCN(c3ccccc3)CC2)S(=O)(=O)c2c(C)noc2C)cc1 | 15%
20 | COc1cc(N=Nc2c(O)c3ccccc3[nH]c2=O)c(OC)cc1N=Nc1ccccc1 | -18%
21 | COc1cc(NS(=O)(=O)c2ccc(NC(=O)c3ccccc3C(=O)O)cc2)nc(OC)n1 | 0%
22 | COc1ccc2c(CNCCc3ccco3)c(C(=O)O)n(Cc3ccccc3)c2c1 | 2%
23 | Cc1oc(-c2cccc(Cl)c2)nc1CSc1nncn2c1cc1occc12 | 6%
24 | CCOc1ccccc1NC(=O)CSC1=Nc2ccccc2C2=NC(CC(=O)NCc3ccc4c(c3)OCO4)C(=O)N12 (configuration not stated) | -4%
25 | COc1ccc2nc3sc(C(=O)N4CCN(c5ccc(F)cc5)CC4)cc3cc2c1 | -1%
26 | CCOC(=O)c1c(C)[nH]c(/C(C)=N/NC(=O)c2cccnc2)c1C | 5%
27 | COc1ccc2nc3n(c(=O)c2c1)-c1ncccc1C(=O)NC3Cc1ccccc1 (configuration not stated) | -2%
28 | CC(=O)N1CCN(C(=O)c2ccc(Cl)c(NC(=O)c3cccs3)c2)CC1 | -7%
29 | O=[N+]([O-])c1cccc(CON=Cc2ccccc2O)c1 | 2%
30 | CC(C(=O)N1CCN(C2c3ccccc3-c3ccccc32)CC1)N1C(=O)c2ccccc2C1=O (configuration not stated) | 1%
31 | O=C(OCc1cn([C@H]2CN(CC3CCCCC3)[C@@H](c3ccccc3)C[C@@H]2O)nn1)c1ccccc1 | 2%
32 | COCCn1c(SCC(=O)N2CCCCCC2)nnc1-c1ccco1 | -7%
33 | Cc1ccc(-c2nnn3c2nc(NCc2ccc4c(c2)OCO4)c2ccccc23)cc1 | 5%
34 | CNC(=O)COc1ccc2oc3c(c2c1)CCCC3 | 10%
35 | COC(=O)c1cc(CNC(=O)Cc2ccsc2)ccc1OC | -1%
36 | CCOC(=O)c1ccccc1NC(=O)CCc1c(C)nc2ncnn2c1C | -8%
37 | CCn1c(C2CC(=O)N(c3ccc(C)c(C)c3)C2)nc2ccccc21 (configuration not stated) | -4%
38 | c1ccc(CN2CCC(N=C3NN=C(c4ccc5c(c4)OCCO5)CS3)CC2)cc1 | -1%
39 | COc1ccc(NC(=O)CSc2nc3ccccc3nc2N2CCOCC2)cc1 | -6%
40 | COc1cccc2c1Oc1ncccc1N(C(=O)CCC(=O)NCCC(C)C)C2 | 5%
41 | CCOc1ccc(CCNC(=O)COC(=O)CNC(=O)c2ccc(Br)o2)cc1OCC | 8%
42 | Cc1nnc(NC(=O)CCN2C(=O)C3CC=CCC3C2=O)s1 (configuration not stated) | 3%
43 | O=C(NCCCNC(=O)c1ccco1)c1cccc(F)c1 | -4%
44 | Cc1ccc(Sc2ccc(N3CCC(C(=O)Nc4cc(C)cc(C)c4)CC3)nn2)cc1 | 5%
45 | CNC(=O)c1c(NC(=O)CCS(=O)(=O)c2ccc(Cl)cc2)sc2c1CCN(C(=O)OC)C2 | -10%
46 | CC(C)(/C=N/O)/[N+]([O-])=C/c1ccccc1 | 2%
47 | O=C(Nc1ccc(CSc2ccccc2)cc1)c1ccccc1 | 0%
48 | CCc1c(C)nc(SCC(=O)N2C(C)CCCC2C)[nH]c1=O (configuration not stated) | 6%
49 | O=C(O)CCC(=O)N1CCC(n2nnc3cc(C(F)(F)F)ccc32)CC1 | 8%
50 | COC(=O)c1ccccc1NC(=O)c1sc2nc(C)cc(C)c2c1NC(=O)c1ccccc1OC | -12%
51 | CCc1cccc(NC(=O)CCn2nc(C)cc2C)c1 | 7%
52 | Cc1cc(C)n(C(C)CC(=O)NCc2ccccc2C)n1 (configuration not stated) | -11%
53 | CCN(CC)CCn1c2c(c(SCC(=O)Nc3cc(C)cc(C)c3)nc1=O)CCC2 | 11%
54 | Cc1ccc(N2C(=O)CS(=O)(=O)C23C(=O)N(Cc2ccc(Cl)cc2)c2ccccc23)cc1C (configuration not stated) | 3%
55 | CCOc1ccc(CC(=O)N2CCN=C2SC)cc1 | -9%
56 | O=C(COC(=O)c1cc(S(=O)(=O)N2CCOCC2)ccc1Cl)Nc1ccc(Cl)cn1 | 0%
57 | COc1ccccc1N1CCN(S(=O)(=O)c2cc3[nH]c(=O)c(=O)[nH]c3cc2C)CC1 | 5%
58 | O=C(c1cccc(Cl)c1)N1c2nc(-c3ccco3)nn2C2(CCCCC2)[C@@H]2CCCC[C@@H]21 | 16%
59 | CC(C)C12CN3CC(C(C)C)(CN(C1)C3(C)C)C2=O | 6%
60 | COc1cc(OC)cc(-c2nc3nc(C)c(CCC(=O)Nc4ccc(C)cc4C)c(C)n3n2)c1 | -3%
61 | CSc1ncc(C(=O)N2CCN(c3cccc(C(F)(F)F)c3)CC2)c(C)n1 | -5%
62 | Cc1sc(NC(=O)/C=C/c2ccco2)c(C(=O)OC(C)C)c1C | 3%
63 | CCc1ccc(/C=C2\SC(=S)N(CCCC(=O)NCCCN3CCOCC3)C2=O)cc1 | -1%
64 | O=C(CCn1ccc([N+](=O)[O-])n1)Nc1nccs1 | -11%
65 | COc1cccc(CNC(=O)c2c(C)oc3nc(C)nc(N4CCOCC4)c23)c1 | 1%
66 | CC(=O)OC1COC(N2CCc3ccccc32)C(OC(C)=O)C1OC(C)=O (configuration not stated) | -13%
67 | Cc1cc(C)cc(NC(=O)CSc2nnc(-c3ccncc3)o2)c1 | 5%
68 | COC(=O)c1cccc(N2CCCC2=O)c1 | -3%
69 | CN(C)S(=O)(=O)c1ccc(N2CCCC2)c(C(=O)N2CCN(S(=O)(=O)c3ccccc3F)CC2)c1 | 10%
70 | Cc1ccccc1CSc1nc(-c2cccc(F)c2)nc2c1Cc1c(CO)cnc(C)c1O2 | 3%
71 | CC1CCC(NCCNC(=O)c2ccco2)CC1 (configuration not stated) | 9%
72 | CNc1c([N+](=O)[O-])cnn1-c1ccc(F)cc1 | 0%
73 | COC(=O)c1c(NC(=O)CCNCc2ccco2)sc2c1CCC2 | 3%
74 | N=C(N)SCc1nc2ccccc2c(=O)n1-c1ccccc1 | -3%
75 | CC1CCCC(NC(=O)CSc2nnc(-c3cccnc3)o2)C1C (configuration not stated) | 1%

Some of these compounds in order of heavy-atom count, largest number first.
No. | SMILES | aSyn yeast rescue
70 | Cc1ccccc1CSc1nc(-c2cccc(F)c2)nc2c1Cc1c(CO)cnc(C)c1O2 | 3%
66 | CC(=O)OC1COC(N2CCc3ccccc32)C(OC(C)=O)C1OC(C)=O (configuration not stated) | -13%
71 | CC1CCC(NCCNC(=O)c2ccco2)CC1 (configuration not stated) | 9%

Continued:
No. | SMILES | aSyn yeast rescue
76 | Cn1c(=O)n(C)c2cc(N3CCCCC3)c(NC(=O)c3ccc(C(C)(C)C)cc3)cc21 | 1%
77 | CCCCCn1c(CCCNC(=O)c2cccc(C)c2)nc2ccccc21 | 11%
78 | CCn1c2c(c(=O)n3ncc(C(=O)Nc4cc(Cl)ccc4OC)c13)CN(Cc1ccc(OC)cc1)CC2 | 14%
79 | Cc1ccccc1OCCC(=O)OCC(=O)NC1CCS(=O)(=O)C1 (configuration not stated) | 1%
80 | Cc1ccc(F)cc1NC(=O)CCSc1nc(-c2ccco2)cc(C(F)(F)F)n1 | -4%
81 | COc1ccc(C2(C)NC(=O)N(CC(=O)Nc3ccc4ccccc4c3)C2=O)cc1OC (configuration not stated) | -2%
82 | CCCCNC(=O)CNC(=O)c1nn(-c2ccc(OC)c(OC)c2)c(=O)c2ccccc12 | 9%
83 | O=C(c1ccc(Nc2nc3ccccc3n3nnnc23)cc1)N1CCN(c2cccc(C(F)(F)F)c2)CC1 | 11%
84 | O=C(NCCc1ccc(Cl)cc1)c1ccc(Nc2nc3ccccc3n3nnnc23)cc1 | 0%
85 | COc1ccc(S(=O)(=O)N2CCN(c3cccc(C)c3C)CC2)c2ccccc12 | 4%
86 | CC1C(=O)C(C)C(c2ccc([N+](=O)[O-])cc2)NC1c1ccc([N+](=O)[O-])cc1 (configuration not stated) | -2%
87 | CN(C)CCCN(C(=O)c1ccc2c(c1)OCCO2)c1nc2ccccc2s1 | -2%
88 | COc1cccc(CNC(=O)c2ccc3c(c2)nc2n3CCC(C)C2)c1OC (configuration not stated) | -10%
89 | Cc1ccc(S(=O)(=O)NCC(c2ccco2)N2CCN(c3ccccc3F)CC2)cc1 (configuration not stated) | 12%
90 | Cc1ccc(Cl)cc1N1CCN(C(=O)c2cnc(N3CCOCC3)c3ccccc23)CC1 | 26%

Looked up above.
#31 | aSyn yeast rescue: 2%
#13 | aSyn yeast rescue: 0%

The listing continues:
No. | SMILES | aSyn yeast rescue
91 | CC(=O)Nc1cccc(C(=O)OC(C)C(=O)N2CCc3ccccc32)c1 (configuration not stated) | -13%
92 | Cc1nn(-c2ccccc2)c(OC(=O)c2ccccc2Cl)c1S(=O)(=O)c1ccccc1 | 6%
93 | O=C(CN1C(=O)c2ccccc2C1=O)Nc1ccccc1N1CCOCC1 | -15%
94 | Cc1ccc(C)c(NC(=O)CSc2nc(=O)n(Cc3ccncc3)c3c2CCC3)c1 | -1%
95 | O=C(Cn1c(=O)n(CCCS(=O)(=O)C2CCCCC2)c(=O)c2ccccc21)Nc1ccc(F)c(Cl)c1 | 2%
96 | CC(=O)N1CCOc2cc(S(=O)(=O)NCc3ccccc3Cl)c(Cl)cc21 | -2%
97 | CCc1ccc(C(=O)c2cn(CC(=O)Nc3cccc(C)c3C)c3nc(C)ccc3c2=O)cc1 | -16%
98 | CCOC(=O)c1cc2c(=O)n3ccccc3nc2n(CC(C)C)c1=NC(=O)C(C)(C)Oc1ccc(Cl)cc1 | -5%
99 | CCCC(=O)N(c1ccc2oc(C)c(C(C)=O)c2c1)S(=O)(=O)c1ccc(CC)cc1 | -1%
100 | CS(=O)(=O)N(Cc1ccc(C(=O)NCCSc2ccccn2)cc1)c1ccccc1 | 9%
101 | CNC(=S)N(CCc1c(C)[nH]c2ccc(F)cc12)Cc1ccco1 | 23%
102 | Cc1ccc(-c2cnc(C3CC3)o2)cc1S(=O)(=O)Nc1ccc(F)cc1Cl | 18%
103 | Cc1ccc(NC(=O)C(=O)NCCN2CCN(S(=O)(=O)c3ccccc3)CC2)cc1C | -3%
104 | O=C(c1cc(-c2cccc(Cl)c2)on1)N1CCCCCC1 | 1%
105 | Cc1cccn2c(=O)c3cc(C#N)c(=O)n(-c4nnc(SCc5ccc(F)cc5)s4)c3nc12 | -3%
106 | Cc1ccc([N+](=O)[O-])cc1S(=O)(=O)N1CCN(C)CC1 | -9%
107 | CN(CC(=O)NCc1ccccc1Cl)S(=O)(=O)c1ccc2c(c1)c(=O)n(C)c(=O)n2C | -6%
108 | CCCCNC(=O)C(CC)Sc1nc2ccccc2c(=O)n1Cc1ccco1 (configuration not stated) | 0%
109 | CC(C)(C)OC(=O)N1CCC(c2c(C(=O)NCCN3CCOCC3)cnn2-c2ccccc2)CC1 | -2%
110 | CC1CCc2c(sc(NC(=O)c3cc(-c4ccc(Br)cc4)on3)c2C(N)=O)C1 (configuration not stated) | -13%
111 | CCOc1ccc(NC(=O)Cn2c(=O)n(CCCCCC(=O)NCc3ccccc3)c(=O)c3sccc32)cc1 | 6%
112 | O=C(Cc1ccccc1)Nc1c(C(=O)Nc2ccccc2F)oc2ccccc12 | 8%
113 | Cc1ccc2c(c1)C(=O)OC(C(=O)Nc1ncc(Cc3ccccc3)s1)C2 (configuration not stated) | -10%
114 | N#Cc1ccccc1Cn1c(=O)n(CCCCC(=O)NCc2ccc3c(c2)OCO3)c(=O)c2ccccc21 | 4%
